FUS yeast rescue: suppressors of FUS proteinopathy in yeast; 390,000 compounds, 0.24% hits; Potency, µM (doses to about 76.6 µM), inactives show at the top dose growth rescue (activation), actives largely listed as activators; S. cerevisiae FUS-expressing, growth rescue, OD600, 24 h; AID 1347120;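 also: potency is read from the fitted curve at half-maximal effect; plate controls were DMSO vehicle for no effect and reference control for full effect; nearly all actives have a fitted effect of over 55% in size; some results filed as inactive show a strong effect at the top dose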
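Absorbance at 600 nm, taken 24hr after compound addition, measured rescue of FUS-yeast growth at 30C. Induction used 2% galactose with seeding at OD 0.005. Controls: CP55940 from 92uM final, DMSO only.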
TDP-43 yeast inh: TDP-43 toxicity inhibition in yeast; 410,000 compounds, 1.8% hits; TDP-43 expressing yeast growth rescue, BacTiter-Glo, 24 h; AID 652104; Potency, µM (highest dose often 46.1 µM), inactives show top-dose growth rescue (activation), actives largely listed as activators; also: potency is read from the fitted curve at half-maximal effect; % of control where 0% means no effect; nearly all actives have a fitted effect of over 50% in size
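Readout is BacTiter-Glo luminescence of cell growth, so inhibitors register as activators. TDP-43-expressing yeast at OD600=0.02 in galactose medium, after raffinose pregrowth to mid-log, were incubated with compound for 24 hr at 30 deg C.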
Abeta rescue: restores growth of yeast expressing A-beta42 peptide; yeast expressing A-beta42, growth rescue, OD600, 48 h; response scale: 0% DMSO, 100% iron-clioquinol control; Potency, µM (top dose mostly 46.1 µM), for the others: at the highest dose growth rescue, hits mostly activators; 410,000 compounds, 0.063% hits; AID 1347071; also: potency is read from the fitted curve at half-maximal effect; nearly all actives have a fitted effect of over 55% in size
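Yeast growth medium received pinned compounds, then yeast cells expressing toxic A-beta were added; plates incubated at 30 C for 48 hr. Growth read as absorbance at 600 nm, normalized to DMSO and equimolar FeCl3 plus clioquinol controls.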
DRD3 antagonist: antagonists of human D3 dopamine receptor; D3R cells, DiscoveRx beta-arrestin luminescence, antagonist mode; active compounds read low; max response, negative = inhibition, %; 360,000 compounds, 2.5% hits; AID 652054; in the data active = max response below about -50%; inconclusive = no clear call, values can overlap the other calls; also: % is scaled to controls: 0 for no effect and ±100 for the full control effect; mostly tested at two doses, the higher about 12 µM
Target sequence (P35462 whole entry, looked up): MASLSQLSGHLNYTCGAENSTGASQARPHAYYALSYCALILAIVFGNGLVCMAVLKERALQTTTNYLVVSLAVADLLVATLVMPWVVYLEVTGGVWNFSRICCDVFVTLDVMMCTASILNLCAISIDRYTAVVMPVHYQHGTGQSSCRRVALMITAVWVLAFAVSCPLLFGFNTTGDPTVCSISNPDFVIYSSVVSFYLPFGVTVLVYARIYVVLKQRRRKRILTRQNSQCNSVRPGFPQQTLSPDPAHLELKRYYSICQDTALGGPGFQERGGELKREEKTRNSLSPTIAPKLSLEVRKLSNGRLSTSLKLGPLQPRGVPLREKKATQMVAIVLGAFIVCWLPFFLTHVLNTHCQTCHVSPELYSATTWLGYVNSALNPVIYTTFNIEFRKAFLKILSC
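Cells expressing the human receptor were seeded at 1500 cells/well, incubated overnight at 37 degrees C in 5% CO2, then exposed to library compounds with dopamine controls for 90 minutes at 37 degrees C before luminescent detection.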
GLP1R ag: GLP-1 receptor (human) agonism; P43220; HEK293 GLP-1R CRE-luciferase, luminescence, 4-6 h; cells express a hypersensitive GLP-1R form; Potency, µM (top dose mostly 45.6 µM), for inactives: at the top dose activation, usual class: activators; 380,000 compounds, 0.007% hits; AID 624172; also: potency is read from the fitted curve at half-maximal effect; % of control where 0% means no effect
PTHR1 agonist: agonists of human PTHR1 parathyroid hormone receptor; 410,000 compounds, 0.075% hits; HEK293 GP2 PTHR1 cells, GloSensor cAMP luminescence, 1 h; AID 743266; Q03431; Potency, µM (highest dose often 115 µM), for the others: at the top dose activation, hits mostly activators; also: potency is read from the fitted curve at half-maximal effect; nearly all actives have a fitted effect of over 55% in size; some results filed as inactive show a strong effect at the top dose; inactives centre near -15; many of its hits are not listed in these tables
Target sequence (Q03431 whole entry, looked up): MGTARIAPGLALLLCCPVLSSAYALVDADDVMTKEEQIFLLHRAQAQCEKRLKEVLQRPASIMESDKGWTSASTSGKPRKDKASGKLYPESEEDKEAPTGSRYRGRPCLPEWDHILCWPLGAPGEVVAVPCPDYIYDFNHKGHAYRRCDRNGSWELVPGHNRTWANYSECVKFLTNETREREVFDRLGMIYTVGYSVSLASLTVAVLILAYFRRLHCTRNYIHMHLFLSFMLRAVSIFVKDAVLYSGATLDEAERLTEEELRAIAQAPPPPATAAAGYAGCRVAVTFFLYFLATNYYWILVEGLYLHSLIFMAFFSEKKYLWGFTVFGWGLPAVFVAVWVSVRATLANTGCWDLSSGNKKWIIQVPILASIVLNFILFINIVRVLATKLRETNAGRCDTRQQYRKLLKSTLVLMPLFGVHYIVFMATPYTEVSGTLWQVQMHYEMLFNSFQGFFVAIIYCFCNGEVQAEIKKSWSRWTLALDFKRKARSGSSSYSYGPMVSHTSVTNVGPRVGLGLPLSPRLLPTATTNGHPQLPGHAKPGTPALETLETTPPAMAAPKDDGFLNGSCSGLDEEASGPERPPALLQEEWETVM
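HEK-293-derived GP2 cells expressing PTHR1 and a GloSensor cAMP reporter, 3,000/well, plated overnight, given luciferin plus IBMX (each 0.5 mM as added) for 1 h at 37 °C, then compound for 1 h at 37 °C. Luminescence was read after 15 min at room temperature.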
pAkt inh: inhibitors of Akt phosphorylation; activity change, % for hits at 50 µM; Neuro2A IGF-stimulated pAkt S473 HTRF, 20 min; active compounds read low; AID 651550; 360,000 compounds, 0.32% hits; in the data active = activity change below about -80%; inconclusive = mostly about -51% to -80%; also: % is scaled to controls: 0 for no effect and ±100 for the full control effect
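Neuro2A cells in DMEM with 0.5% FBS, overnight at 37 deg C, given compound at single 50 µM final, then IGF (6 nM final) for 20 min at 37 deg C. Lysed; phospho-Akt Ser473 by HTRF after 24 h, 665/615 ratio.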
aSyn rescue: inhibitors of alpha-synuclein toxicity in yeast; 370,000 compounds, 0.14% hits; Yeast expressing alpha-synuclein, growth rescue, BacTiter-Glo, 24 h; Potency, µM (highest dose often 46.1 µM), for the others: at the highest dose growth rescue (activation), actives largely listed as activators; AID 652106; also: potency is read from the fitted curve at half-maximal effect; % of control where 0% means no effect; nearly all actives have a fitted effect of over 65% in size
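Readout is rescue of growth in alpha-synuclein-expressing yeast, so inhibitors of toxicity appear as activators. Growth after 24 hr at 30 deg C in galactose medium is quantified by luminescence.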
GLP1R inv ag: inverse agonists of human GLP-1 receptor | Potency, µM (series often up to 38.3 µM), for inactives: top-dose activity change, negative = inhibition, hits mostly inhibitors | P43220 | 410,000 compounds, 1.6% hits | HEK293 GLP-1R CRE-luciferase, luminescence, 24 h; GLP-1R form is constitutively active; also: potency is read from the fitted curve at half-maximal effect; % is scaled to controls: 0 for no effect and ±100 for the full control effect; nearly all actives have a fitted effect of over 55% in size
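Readout was luciferase luminescence, measured 12 min after detection reagent at room temperature. Beforehand, GLP-1R reporter HEK293 cells had sat 12 h, then received compounds for 24 hr at 37 deg C.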
Numbers without * were called inactive; i = inactive; u = inconclusive; x = not tested or not shown; [ ] = remark or other dose. Unless noted, calls follow the shape of the dose curve; as a rule, active = well fitted curve in the direction sought with a large enough effect; inconclusive = small, poorly fitted or top-dose-only effect, or another doubt; inactive = no such curve, though single readings can be large; an effect the other way counts as inactive or inconclusive. Some of the compounds tested (hit frequency here may not be typical).

The opening 11 entries, ahead of the listing:
SMILES | FUS yeast rescue | TDP-43 yeast inh | Abeta rescue | DRD3 antagonist | GLP1R ag | PTHR1 agonist | pAkt inh | aSyn rescue | GLP1R inv ag
CCOC(=O)C1C(c2ccccc2)N(C)OC1(O)C(F)(F)F (configuration not stated) | 9% | -6%[9.22 µM] | 2% | 0 | 3% | i | i | 3% | -6%
COc1cccc(CNc2ccc(F)c(Cl)c2)c1O | 11% | 5% | -38%[inhibitor] | 7 | 1% | -28%[57.5 µM] | i | 0% | 1%
COCc1cc(C)nc(SCC[N+](C)(C)CC(=O)Nc2cccc(C)c2)c1C#N | 7% | 15%[9.22 µM] | -9% | -2 | 0% | 0% | i | 0% | -11%
Cc1cccc(OCCCC(=O)NCCc2ccccc2)c1 | x | 30% | 15% | -3 | 0% | -12% | i | 11% | -24%
Cc1ccc(COC(=O)CCc2nc3ccccc3c(=O)[nH]2)cc1 | 1% | 28% | 9% | 6 | -6% | -8% | i | 9% | 14%
COc1ccc(CNC(=O)CCc2c(C)nn(-c3ccc(N4CCOCC4)nn3)c2C)cc1 | -7% | -10% | -19% | x | x | -14% | x | x | 5%
O=C(/C=C/c1cccc(F)c1)Nc1nccs1 | -26% | -7% | 9% | -10 | 5% | -15% | i | -4% | 43%
COc1ccc(C(=O)N/C(=C\c2ccc(Cl)cc2)C(=O)NCc2ccncc2)cc1 | -8% | 22% | 3% | -4 | 9% | -6% | i | -3% | -4%
CCC(CC)C(C(=O)NCc1ccccc1)N(C)Cc1ccc(Cl)c(Cl)c1 (configuration not stated) | 9% | -3% | 16% | 40 | x | i | i | -33%[inhibitor] | u
Cc1c(/C=N/NC(N)=O)c2ccccn2c1C(=O)c1ccc(F)cc1 | x | u | -30% | -5 | 25% | i | i | 1% | 106%[activator]
Cc1nc2ccccn2c1/C(O)=C1\C(=O)C(=O)N(CCN2CCOCC2)C1c1cccs1 (configuration not stated) | 16% | -4% | -3% | 9 | -12% | -12% | i | 0% | 0%

All compounds of this part, repeating the preview:
SMILES | FUS yeast rescue | TDP-43 yeast inh | Abeta rescue | DRD3 antagonist | GLP1R ag | PTHR1 agonist | pAkt inh | aSyn rescue | GLP1R inv ag
CCOC(=O)C1C(c2ccccc2)N(C)OC1(O)C(F)(F)F (configuration not stated) | 9% | -6%[9.22 µM] | 2% | 0 | 3% | i | i | 3% | -6%
COc1cccc(CNc2ccc(F)c(Cl)c2)c1O | 11% | 5% | -38%[inhibitor] | 7 | 1% | -28%[57.5 µM] | i | 0% | 1%
COCc1cc(C)nc(SCC[N+](C)(C)CC(=O)Nc2cccc(C)c2)c1C#N | 7% | 15%[9.22 µM] | -9% | -2 | 0% | 0% | i | 0% | -11%
Cc1cccc(OCCCC(=O)NCCc2ccccc2)c1 | x | 30% | 15% | -3 | 0% | -12% | i | 11% | -24%
Cc1ccc(COC(=O)CCc2nc3ccccc3c(=O)[nH]2)cc1 | 1% | 28% | 9% | 6 | -6% | -8% | i | 9% | 14%
COc1ccc(CNC(=O)CCc2c(C)nn(-c3ccc(N4CCOCC4)nn3)c2C)cc1 | -7% | -10% | -19% | x | x | -14% | x | x | 5%
O=C(/C=C/c1cccc(F)c1)Nc1nccs1 | -26% | -7% | 9% | -10 | 5% | -15% | i | -4% | 43%
COc1ccc(C(=O)N/C(=C\c2ccc(Cl)cc2)C(=O)NCc2ccncc2)cc1 | -8% | 22% | 3% | -4 | 9% | -6% | i | -3% | -4%
CCC(CC)C(C(=O)NCc1ccccc1)N(C)Cc1ccc(Cl)c(Cl)c1 (configuration not stated) | 9% | -3% | 16% | 40 | x | i | i | -33%[inhibitor] | u
Cc1c(/C=N/NC(N)=O)c2ccccn2c1C(=O)c1ccc(F)cc1 | x | u | -30% | -5 | 25% | i | i | 1% | 106%[activator]
Cc1nc2ccccn2c1/C(O)=C1\C(=O)C(=O)N(CCN2CCOCC2)C1c1cccs1 (configuration not stated) | 16% | -4% | -3% | 9 | -12% | -12% | i | 0% | 0%
Cc1cc(C)n2nc(SC(C)C(=O)Nc3ccccc3F)nc2n1 (configuration not stated) | -3% | 0% | -5% | -9 | 11% | i | i | 2% | 8%
c1ccc(-c2nnc(CN3CCN(c4ccccn4)CC3)o2)cc1 | -15% | u | -2% | x | x | i | x | x | 2%
CCOC(=O)c1c(NC(=S)N2CCOCC2)sc2c1CCN(C(=O)OCC)C2 | 33% | u | -34%[inhibitor] | 15 | 10% | -26% | i | 13% | 10µM*
C=CCNCC#CCOc1ccc(OC)cc1 | 21% | 2% | 25% | -62* | 9% | i | i | -1% | -13%
COc1cccc(C(O)c2ncc(-c3cccc4ccccc34)[nH]2)c1 (configuration not stated) | -3% | 11% | -17% | -14 | 3% | u | i | 0% | u
Cc1ccc2oc(-c3ccc(NC(=O)CC(C)C)cc3)nc2c1 | 27% | -6% | 6% | -4 | -5% | i | x | -4% | 0%
Cc1cc(S(=O)(=O)Nc2ncnc3sccc23)ccc1F | -29% | u | -6% | -18 | -2% | -2% | i | -1% | 13%
CCCCCc1nnc(NC(=O)NS(=O)(=O)c2ccc(C)cc2)s1 | 11% | -4% | -1% | -2 | 2% | -4% | i | -7% | 2%
COc1ccc(-c2sc3ccc(OC)cc3c2C#CCCO)cc1 | u | 22µM* | 6% | 26 | u | -11% | i | 2% | -15%
O=C(O)c1ccccc1C(=O)c1cccs1 | 12% | -9% | 7% | 53 | -3% | -3%[57.5 µM] | i | 5% | 1%
O=S(=O)(c1cccc(Cn2nnc(-c3ccc(F)cc3)n2)c1)N1CCOCC1 | 21% | 20% | 14% | 19 | 8% | -46%[inhibitor] | i | 1% | -15%
CC(C)Oc1ccccc1C1Nc2ccccc2C(=O)N1c1ccc2c(c1)OCCO2 (configuration not stated) | u | 13% | 15% | -27 | -9% | -18%[57.5 µM] | i | 6% | 10µM*
CCCCNS(=O)(=O)c1cc2c3c(c1)CCN3C(=O)CC2 | -21% | 14% | -16% | -2 | 2% | -7% | x | -1% | 2%
O=c1cc(CO)occ1OCc1cccc(F)c1 | 3% | 0% | 1% | 12 | -6% | i | i | 3% | 10%
CCCC(C)NC(=O)/C=C/c1cccc([N+](=O)[O-])c1 (configuration not stated) | -27% | 6% | -10%[9.22 µM] | u | 4% | -16% | i | 6% | -21%
CCCCn1c(-c2cc(Cl)ccc2OC)n[nH]c1=S | 14% | -6% | 17% | -9 | 17% | 14%[57.5 µM] | i | -2% | u
Cc1cccc2cc(COC(=O)c3cccs3)c(=O)[nH]c12 | -1% | 25% | 8% | 1 | 6% | -19% | i | 0% | 12%
CCc1cccc(OCCCCNCCO)c1 | -25% | -10% | 12% | 0 | 2% | i | i | 3% | u
COc1cccc(C(=O)NNC(=O)C2CCCO2)c1 (configuration not stated) | 6% | -3% | -7% | 10 | 1% | i | i | 1% | 47%[activator]
CC(C)c1ccccc1NC(=O)C(Cc1c[nH]c2ccccc12)NC(=O)OC(C)(C)C (configuration not stated) | 28% | -5% | -2% | x | x | -47% | x | x | u
FC(F)(F)c1ccc2c(c1)ncc1c(-c3ccccc3)nn(-c3ccccc3)c12 | -7% | -3% | -19% | x | -1% | -4% | x | x | -1%
O=C(CCCSc1nc2ccccc2[nH]1)NC(c1ccccc1)c1ccccc1 | -5% | -5% | -10% | 1 | 0% | -20% | i | 0% | 8.9µM*
O=C(CNC(=O)c1cccc(F)c1)N/N=C/c1ccc(O)c([N+](=O)[O-])c1 | x | -32%[inhibitor] | 0% | -29 | -2% | i | i | -1% | 13%
Cc1cc(Cl)ccc1NC(=O)CN1CCC(C(O)(c2ccccc2)c2ccccc2)CC1 | 17% | -7% | u | -62* | -2% | i | x | -31%[inhibitor] | 0%
C/C(=N/O)c1c(O)c(C)c(-c2ccccc2)n(-c2ccccc2)c1=O | x | u | 2% | -24 | -3% | i | i | 0% | 4%
C#CCNC(=O)C1=C[C@H](C2CCCCC2)C[C@H](OCc2ccc(CO)cc2)O1 | 28% | 27% | 13% | 15 | 14% | -10% | i | 18% | -29%
CC(C)c1ccc(NC(=O)CCN2C(=O)c3ccc([N+](=O)[O-])cc3C2=O)cc1 | -4% | -15% | 1% | -24 | -15% | i | i | -7% | -1%
CCCS(=O)(=O)N1CCN(C(=O)c2ccc(-c3ccccc3)cc2)CC1 | 23% | 18µM* | 21% | 7 | -2% | -19%[57.5 µM] | i | u | u
COc1ccc(-c2nn(-c3ccccc3)cc2/C=C/C(=O)NCCCn2ccnc2)cc1OC | 11% | 2% | -12% | -4 | 19% | i | i | 2% | -9%
Cc1cc(=O)[nH]c(SCc2cccc3ccccc23)n1 | 22% | u | -3% | -10 | 2% | i | i | 0% | 55%[activator]
COc1cccc(NC(=O)CNC(=O)c2ccc(C)o2)c1 | 11% | 15% | 10% | 10 | -5% | -17% | i | 10% | 11%
CCOC(=O)CN1CC23C=CC(O2)C(C(=O)Nc2ccc(C(C)=O)cc2)C3C1=O (configuration not stated) | -22% | -11% | -14% | 0 | 4% | i | i | -2% | 10%
COc1cc(C(C)=O)ccc1Oc1ncccn1 | 11% | -21% | -19% | -17 | 5% | -20% | i | 1% | -3%

Source: PubChem (National Center for Advancing Translational Sciences (NCATS))
